Yfh1-off respiration: enhancers of respiration in Yfh1-depleted yeast, dose response, Friedreich's ataxia, plus single-dose screen (AID 1465) | fold induction at 50 µM, or EC50 in µM where a hit was titrated | S. cerevisiae Yfh1-off respiration, WST-1 reduction, 72 h; higher fold induction means a stronger effect | 0.074% of 220,000 active;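 active means fold induction of absorbance versus untreated yeast above a set limit, then at least 30% activation at any dose in follow-up; inconclusive means repeats straddling the limit, or above it without dose testing; inactive means fold induction below the set limit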;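 further: activators that raise dye reduction in frataxin-depleted yeast; strong numbers were not always called active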
Large T inhibition: SV40 large T antigen inhibitors, biochemical (AID 1903). one-dose inhibition, % at 20 µM; IC50 in µM for titrated hits. 0.39% of 310,000 active. SV40 large T antigen ATPase/helicase inhibition assay; higher % means a stronger effect; in the data active means a potency from the dose series; inconclusive means inhibition mostly from about 32% at the one dose, without a potency; inactive means the rest, 99 in 100 with inhibition below about 32%; further: strong numbers were not always called active
NTR1 ag: agonists of NTR1, primary screen, imaging, U2OS cells, beta-arrestin-GFP, high content (AID 493036). NTR1-U2OS beta-arrestin-GFP spot imaging, agonist mode. activation, % at 20 µM. 0.17% of 330,000 active. Neurotensin receptor type 1 (Homo sapiens), P30989;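 active means activation at or above 40% of the spot to cytoplasm intensity ratio, with at least 20 cells analyzed; inconclusive means wells under 20 cells, flagged as cytotoxic or low count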;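 further: 0% = DMSO without peptide and 100% = 100 nM NTR1 peptide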
Target sequence (P30989 whole entry, looked up): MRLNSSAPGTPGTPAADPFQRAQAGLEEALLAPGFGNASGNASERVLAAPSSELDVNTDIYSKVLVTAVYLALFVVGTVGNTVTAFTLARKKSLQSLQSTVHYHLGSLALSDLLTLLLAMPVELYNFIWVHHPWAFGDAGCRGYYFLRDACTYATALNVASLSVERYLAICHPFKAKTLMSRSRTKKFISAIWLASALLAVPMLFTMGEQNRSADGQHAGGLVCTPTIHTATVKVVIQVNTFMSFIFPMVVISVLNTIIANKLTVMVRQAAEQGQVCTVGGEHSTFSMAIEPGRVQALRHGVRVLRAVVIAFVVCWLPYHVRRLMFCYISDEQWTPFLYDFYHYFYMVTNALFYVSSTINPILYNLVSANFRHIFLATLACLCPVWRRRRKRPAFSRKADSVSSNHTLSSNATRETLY
GPR55 beta-arrestin: GPR55 agonists via beta-arrestin recruitment, primary screen, imaging, U2OS cells, beta-arrestin-GFP redistribution (AID 1961); G-protein coupled receptor 55 (Homo sapiens); U2OS GPR55 beta-arrestin-GFP redistribution imaging; higher % means a stronger effect; activation, % at 10 µM, or EC50 in µM where a hit was titrated; 0.048% of 290,000 active;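 active means activation above 40% with more than 50 cells counted in the well; inconclusive means wells holding fewer than 50 cells, flagged as toxic or sparse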;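 further: U2OS osteosarcoma cells stably expressing GPR55 and beta-arrestin-GFP; plate controls were DMSO negative control for no effect and LPI positive control for full effect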
MgcRacGAP inhibition: MgcRacGAP GTPase-activating activity inhibitors, confirmation, biochemical, ADP Hunter fluorescence; Rac GTPase-activating protein 1 (Homo sapiens); MgcRacGAP-stimulated Rac1 GTP hydrolysis, ADP Hunter fluorescence; higher % means a stronger effect; GST-tagged Rac1 F28L mutant substrate; inhibition, % at 30 µM, or IC50 in µM where a hit was titrated; 0.6% of 340,000 active; AID 624330, 2012;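 active means first-screen hits whose inhibition reached a set limit at any dose in the follow-up dose series; inconclusive means inhibition above the set first-screen limit but never retested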;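 further: fluorescence reports GDP produced by GAP-driven GTP hydrolysis; strong numbers were not always called active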
Dengue-2 NS5 capping: Dengue-2 NS5 methyltransferase inhibitors, primary screen, biochemical, confirmation dose response (AID 588689); 0.3% of 340,000 active; one-dose inhibition, % at 25 µM; IC50 in µM for titrated hits; Genome polyprotein (Dengue virus type 2 (strain 16681-PDK53)); Dengue-2 NS5 methyltransferase capping enzyme assay, biochemical; higher % means a stronger effect; in the data active means a potency from the dose series; inconclusive means inhibition above about 29% without an active follow-up result
GPR55 antagonists: GPR55 antagonists blocking LPI-driven arrestin recruitment, primary screen, imaging, U2OS, beta-arrestin-GFP, LPI agonist (AID 2013); G-protein coupled receptor 55 (Homo sapiens); U2OS GPR55 beta-arrestin-GFP translocation imaging, LPI antagonism; higher % means a stronger effect; inhibition, % at 10 µM; hits with a dose series show IC50 in µM; 0.13% of 290,000 active;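 active means spots per cell inhibited over 60%, with over 100 cells counted and total cytoplasm intensity under 500,000; inconclusive means wells with under 100 cells, flagged as likely toxic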;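 further: U2OS cells stably carrying GPR55 and arrestin-GFP stimulated by 5 µM LPI near EC80; imaged beta-arrestin-GFP aggregate spots per cell after agonist stimulation; plate controls were LPI-stimulated DMSO wells for no effect and DMSO wells without LPI for full effect; some results filed as inactive read as strong as hits; confirmed hits need IC50 under 10 µM and bright autofluorescent wells are also inconclusive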
GPR35 arrestin U2OS: GPR35 antagonists blocking zaprinast-driven arrestin recruitment, primary screen, imaging, U2OS, beta-arrestin-GFP, zaprinast agonist (AID 2058) | one-dose inhibition, % at 10 µM; IC50 in µM for titrated hits | U2OS GPR35 beta-arrestin-GFP translocation imaging, zaprinast antagonism; higher % means a stronger effect | G-protein coupled receptor 35 (Homo sapiens) | 0.052% of 290,000 active;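 active means inhibition of at least 50% with at least 30 cells and total cytoplasm GFP at most 10,000,000; inconclusive means under 30 cells or total GFP of 10,000,000 plus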
AID2073: inhibitors of Mint1-CaV2.2 protein interaction, biochemical, HTRF (AID 2073) | inhibition, % at 20 µM; hits with a dose series show IC50 in µM | Voltage-dependent N-type calcium channel subunit alpha-1B (Homo sapiens) | 0.19% of 290,000 active | HTRF protein-protein interaction, Mint1-CaV2.2; higher % means a stronger effect; in the data active means inhibition mostly above about 51%, no sharp cut-off; inconclusive means no clear call, values can overlap the other calls; inactive means mostly below about 53%; further: some results filed as inactive read as strong as hits
NTR1 ag cell count 20 µM: recorded beside NTR1 ag, whose call it bears; cell count; measured here: cell count, cytotoxicity flag
An asterisk follows results filed as active; i = inactive; u = inconclusive; x = not tested or not shown.

structure	AID2073	Yfh1-off respiration	NTR1 ag	NTR1 ag cell count 20 µM	Dengue-2 NS5 capping	Large T inhibition	GPR55 beta-arrestin	GPR35 arrestin U2OS	GPR55 antagonists	MgcRacGAP inhibition
Cc1cccc(C)c1OCC(=O)N1CCc2ccccc2C1	-2.5%	x	0.1	60	-6.8%	6.0%	0.5%	2.5%	5.3%	7.8%
O=C(NCc1cccnc1)c1cccc(S(=O)(=O)N2CCCC2)c1	2.2%	x	0.9	35	6.5%	5.1%	-0.2%	20.7%	22.7%	7.0%
Cc1nnsc1C(=O)N1CCN(c2ccc(C#N)cn2)CC1	10.5%	x	0.2	55	x	17.3%	-0.2%	1.4%	16.7%	x
COc1ccccc1C(=O)NC(=O)COC(=O)c1cccc(OC(F)F)c1	x	x	0.9	55	-7.9%	6.6%	x	x	x	2.2%
CCN(CC)CCNC(=O)c1ccc2c(c1)NC(=O)c1ccccc1S2	0.5%	x	0.3	94	-1.0%	22.3%	1.3%	10.7%	7.3%	9.7%
CC(C)N(CCO)C(=O)CCc1nnc(CCCc2ccccc2)o1	-0.8%	i	3.5	89	-3.6%	-4.0%	-0.1%	20.0%	-2.1%	6.3%
CCNC(=O)C(=O)Nc1ccc([N+](=O)[O-])cc1	5.9%	i	-0.9	40	-4.7%	2.9%	0.4%	0.2%	-1.9%	-0.1%
COC(=O)c1ccc(NC(=O)CN(C2CCCCC2)S(C)(=O)=O)cc1	-2.8%	i	-2.4	41	6.2%	-3.5%	0.2%	-4.1%	-2.2%	5.3%
COc1ccccc1NS(=O)(=O)c1cccc(C(=O)N/N=C/c2ccc(OCC(=O)O)cc2)c1	6.3%	i	1.8	36	0.8%	8.8%	0.6%	-5.9%	-2.7%	5.2%
Cc1ccc(C(=O)Oc2ccc(Br)cc2C(=S)N2CCOCC2)cc1	-17.7%	x	2.2	40	-6.5%	3.7%	u	7.2%	-2.2%	6.9%
CC(CN1C(C)CCCC1C)OC(=O)c1cccc(Br)c1 (stereo not drawn)	6.3%	x	-0.8	11	-7.2%	0.1%	-0.1%	4.5%	-2.4%	10.4%
CCN(CC(O)Cn1c2ccccc2c2ccccc21)S(=O)(=O)c1ccc(F)cc1 (stereo not drawn)	6.9%	i	19.8	74	0.8%	-8.2%	-0.2%	-7.1%	-2.9%	2.0%
Cc1cccc(OCC(=O)Nc2ccc(N3CCN(C(=O)c4ccccc4)CC3)cc2)c1	-14.2%	i	3.6	47	-0.7%	18.2%	-0.2%	14.8%	-1.0%	7.3%
COc1cc(NC(=O)CN2CCCCC2C)c(C)cc1[N+](=O)[O-] (stereo not drawn)	17.8%	i	0.3	39	-8.0%	-0.9%	0.3%	-10.3%	-5.7%	6.0%
C=CCn1c(SCC(=O)Nc2ncc(Cc3ccc(Br)cc3)s2)nnc1-c1ccncc1	-12.0%	i	0.4	61	10.2%	-1.4%	-0.1%	3.9%	1.7%	2.5%

Next part, starting with the last 2 of the part before.
structure	AID2073	Yfh1-off respiration	NTR1 ag	NTR1 ag cell count 20 µM	Dengue-2 NS5 capping	Large T inhibition	GPR55 beta-arrestin	GPR35 arrestin U2OS	GPR55 antagonists	MgcRacGAP inhibition
COc1cc(NC(=O)CN2CCCCC2C)c(C)cc1[N+](=O)[O-] (stereo not drawn)	17.8%	i	0.3	39	-8.0%	-0.9%	0.3%	-10.3%	-5.7%	6.0%
C=CCn1c(SCC(=O)Nc2ncc(Cc3ccc(Br)cc3)s2)nnc1-c1ccncc1	-12.0%	i	0.4	61	10.2%	-1.4%	-0.1%	3.9%	1.7%	2.5%
CC(C)Sc1nc2sc3c(c2c2nnc(SCC(=O)NCc4ccco4)n12)CCCC3	36.2%	i	21.6	57	x	11.9%	1.0%	7.9%	7.4%	11.9%
CC(OC(=O)Cc1ccsc1)C(=O)Nc1ccc(Cl)cn1 (stereo not drawn)	x	x	0.9	38	-8.8%	11.8%	x	x	x	6.1%
CCCn1c(N2CCN(CC(=O)c3c(C)n(C)c4ccc(OC)cc34)CC2)nc2c1c(=O)[nH]c(=O)n2C	-4.5%	x	-0.5	56	-5.1%	2.6%	-0.1%	8.6%	-7.1%	8.7%
COc1ccc(OC)c(NC(=O)CSc2nnc(CNC(=O)c3cc(OC)c(OC)c(OC)c3)o2)c1	-4.0%	x	-0.3	74	-0.9%	9.3%	0.0%	-9.7%	12.3%	9.4%
CCOC(=O)COn1c(SCC(=O)OCC)nc2ccccc2c1=O	3.8%	i	-0.4	85	-1.3%	2.6%	-0.2%	-3.2%	15.1%	6.3%
O=C(CSc1cccc2cccnc12)Nc1ccc(S(=O)(=O)N2CCOCC2)cc1	5.1%	i	7.3	69	-6.8%	22.1%	0.8%	8.2%	21.0%	11.3%
CCCc1nc2ccccc2c(=O)n1CC(=O)c1ccccc1	3.4%	i	-1.3	97	0.9%	-5.0%	-0.3%	2.6%	7.8%	0.9%
CC(C)N(Cc1nc2ccccc2[nH]1)C(C)C	4.9%	i	-0.1	92	-1.4%	13.2%	0.5%	6.6%	8.7%	-8.2%
COc1ccc(-c2cnnc(N/N=C/C(C)=C/c3ccccc3)n2)cc1	7.4%	i	0.7	62	x	13.1%	0.2%	4.9%	7.5%	x
CNC[C@H](O)c1cccc(O)c1	5.1%	i	4.6	78	-6.0%	6.0%	0.1%	-7.4%	8.7%	2.2%
COc1ccccc1OCC(=O)Nc1ccccc1C(=O)NCc1cccnc1	8.5%	x	-1.0	55	17.4%	0.6%	0.4%	-5.0%	6.9%	1.3%
Cc1cccn2c(=O)c3cc(C(=O)NCCC4=CCCCC4)n(C)c3nc12	31.4%	x	4.8	72	-4.5%	12.9%	-0.1%	7.1%	-9.9%	7.0%
O=C(Nc1ncccc1O)c1cc2ccccc2o1	x	x	-0.8	76	-5.8%	13.5%	x	x	x	13.5%
CCS(=O)(=O)N1Cc2ccccc2CC1C(=O)Nc1nc(C)cs1 (stereo not drawn)	0.4%	i	-0.1	41	1.4%	8.9%	-0.1%	-4.2%	6.1%	0.7%
Cc1cnc(C(=O)OCc2ccc(Br)cc2F)cn1	4.1%	x	-0.1	64	-0.8%	7.0%	-0.1%	5.9%	8.7%	7.8%

structure	AID2073	Yfh1-off respiration	NTR1 ag	NTR1 ag cell count 20 µM	Dengue-2 NS5 capping	Large T inhibition	GPR55 beta-arrestin	GPR35 arrestin U2OS	GPR55 antagonists	MgcRacGAP inhibition
COCCSc1ccccc1C(=O)N1CCN(c2ccccc2OC)CC1	-17.0%	i	-0.5	50	-5.4%	7.9%	0.2%	-1.2%	3.1%	12.1%
COc1cc(OC)cc(-c2nn[nH]n2)c1	-11.8%	i	1.0	37	-5.2%	14.1%	0.1%	-1.6%	-7.6%	9.2%
O=C(CCNS(=O)(=O)c1cccs1)N1CCc2ccccc2C1	7.9%	i	1.2	66	4.1%	0.3%	-0.1%	22.3%	-5.0%	4.8%
O=C(N/N=C/C1CCCCC1)c1ccccn1	1.0%	i	-2.2	101	-2.2%	5.4%	0.3%	12.5%	23.0%	1.2%
Cc1ccsc1C(=O)N1CCCC(CCC(=O)N2CCN(c3ccccn3)CC2)C1 (stereo not drawn)	-5.0%	i	0.5	54	-12.4%	58.5%	-0.2%	-5.9%	-2.9%	-2.2%
CCN(CCn1cccn1)C(=O)CCc1nnc(CCc2ccccc2OC)o1	8.0%	i	-2.0	79	4.5%	27.0%	-0.1%	13.3%	5.7%	6.9%
Fc1ccc(CN2CCN(C(=S)NCCc3ccccc3)CC2)c(Cl)c1	18.5%	i	4.0	36	-1.5%	-2.3%	0.2%	-10.7%	9.1%	6.5%
CCC1CCCCN1CCCNC(=O)Cn1c2ccccc2c2nc(=O)cc(C)n21 (stereo not drawn)	11.2%	x	1.1	58	-2.8%	5.6%	-0.4%	19.4%	10.3%	-4.6%
Cc1ccc(C(=O)N/N=C/c2ccc(OC(=O)c3ccccc3Cl)cc2)cn1	6.7%	x	-0.6	50	-11.6%	19.5%	-0.2%	-27.0%	-5.1%	7.6%
Cc1cccc(N(C(=O)CCC(=O)Nc2cc(C)on2)C(C(=O)NC2CCCC2)c2cccnc2)c1 (stereo not drawn)	3.2%	x	1.6	42	-14.2%	-0.2%	0.2%	1.8%	4.1%	-4.3%
CCc1ccc(/C=C2\Oc3cc(OS(C)(=O)=O)ccc3C2=O)cc1	2.4%	i	5.7	91	-11.8%	18.9%	-0.2%	-5.1%	4.1%	2.6%
COc1ccccc1NC(=O)CSc1nc2ccccc2nc1N1CC(C)OC(C)C1 (stereo not drawn)	9.4%	x	2.8	67	-0.7%	13.0%	0.0%	-10.1%	10.0%	1.6%
CC(C)CCNC(=O)c1onc(CSc2ccc(F)cc2)c1C(=O)NCCC(C)C	x	x	6.9	58	4.0%	2.2%	x	x	x	-5.0%
COc1cccc(/C=C2\SC(=S)N(NS(=O)(=O)c3ccccc3)C2=O)c1OC	-1.4%	x	1.7	92	41.1µM*	2.8%	0.0%	11.4%	-5.0%	8.0%
CCCC(=O)Nc1ccc(OCC(=O)OC)cc1	12.3%	i	-0.9	54	0.7%	7.9%	0.2%	-6.6%	6.6%	4.0%

structure	AID2073	Yfh1-off respiration	NTR1 ag	NTR1 ag cell count 20 µM	Dengue-2 NS5 capping	Large T inhibition	GPR55 beta-arrestin	GPR35 arrestin U2OS	GPR55 antagonists	MgcRacGAP inhibition
COc1ccc(/C=C2\N=C(C(C)(C)C)OC2=O)c(OC)c1	-0.6%	x	0.3	52	0.9%	0.9%	0.1%	2.4%	13.6%	-0.8%
CCOc1ccc(S(=O)(=O)N2CCCC(C(=O)NCc3ccccn3)C2)cc1Cl (stereo not drawn)	x	x	0.2	50	5.1%	10.4%	x	x	x	10.2%
Cc1nnc(SCC(=O)Nc2cccc(S(=O)(=O)N(C)c3ccccc3)c2)s1	-0.9%	i	3.3	72	-5.1%	-2.0%	0.2%	-6.5%	7.2%	8.9%
CC(C)C(NC(=O)C1CCCCC1)C(=O)Nc1ccc2c(c1)OCCO2 (stereo not drawn)	-5.9%	i	1.0	71	1.3%	-1.6%	0.0%	8.7%	4.7%	5.9%

Compounds as they come, and some 1.7% of all compounds hit somewhere here.
